Screens deposited in PubChem BioAssay by several laboratories.
Hsp70 activator = transcriptional activators of Hsp70. HeLa Hsp70 promoter luciferase reporter, luminescence; scaled: vehicle 0, proteasome-inhibitor control 100%. activation, % at 10 µM. 200,000 compounds, 0.04% hits. AID 1203;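 active = activation above the mean across all tested compounds plus 3 SD, cutoff set per campaign, cut at about 5.5% in these data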;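 also: 100% = MG132 at 30 µM as the positive control and 0% = DMSO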
STAT1 inh = reduces IFN-gamma driven STAT1 reporter signal | inhibition, % at 5.5 µM | 200,000 compounds, 0.35% hits | NIH 3T3 STAT1-luciferase reporter, luminescence;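 active = inhibition above a set limit, the mean inhibition across all tested compounds plus 3 SD, cut at about 34% in these data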;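 also: 0% = IFN-gamma with DMSO and 100% = IFN-gamma with 300 µM nifuroxazide; values of inactives mirror those of a sister screen read the other way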
Diaph act CS = activates diaphorase or chemically reduces, flagging diaphorase assay artifacts; Diaphorase/resazurin coupled assay, resorufin fluorescence, 16 min; stronger effect = higher value; 1 = vehicle wells, 0 = NADH-free wells; 190,000 compounds, 0.005% hits; activation factor at 20 µM;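 active = diaphorase activity raised at least twofold by the compound at 20 µM; inactive = activation factor below 2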
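Assay system: Purified diaphorase enzyme from Clostridium kluyveri | Amount: Enzyme 0.07 U/mL final | Dosing: Compound 20 µM once, DMSO 1% | Timing: 16 min reaction at room temperature | Detection: Fluorescence, excitation 544 nm and emission 590 nm | Evaluation: Higher resorufin formation from activation or reduction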
APP transl inh = APP translation inhibition; SH-SY5Y APP 5'UTR-luciferase reporter, luminescence; inhibition, % at 2 µM; 190,000 compounds, 0.82% hits;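 active = inhibition above a set limit, derived from the sample mean plus 3 SD, cut at about 45% in these data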; also: values of inactives mirror those of a sister screen read the other way
STAT3 inh = STAT3 signaling inhibition. 190,000 compounds, 0.89% hits. U3A cells, IL-6 STAT3-luciferase reporter, luminescence; host cell line lacks STAT1. AID 862. inhibition, % at 5.5 µM;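 active = inhibition above the mean inhibition across all screened compounds plus 3 SD, cut at about 44% in these data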;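 also: 0% = DMSO only wells and 100% = 100 µM nifuroxazide control wells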
Diaph inh CS = counter-screen for diaphorase-based assays: diaphorase inhibitors and chemical oxidizers. diaphorase resazurin-to-resorufin fluorescence, NADH, 16 min; bacterial (C. kluyveri) enzyme, not human. inhibition, % at 20 µM. 190,000 compounds, 0.69% hits. AID 1217;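 active = primary screen inhibition at 20 µM above a set limit, cut at about 50% in these data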;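 also: plate controls were DMSO with full reaction for no effect and wells lacking NADH for full effect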
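Assay system: diaphorase enzyme from Clostridium kluyveri. Quantity: enzyme working solution with 0.14 U/mL diaphorase. Schedule: reaction incubation of 16 min at room temperature. Technique: resorufin fluorescence, excitation 544 nm, emission 590 nm. Controls: No-NADH positive control and DMSO neutral control.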
G6PDH CS = counter-screen for G6PDH assay hits: L. mesenteroides G6PDH inhibition; inhibition, % at 5 µM; Purified L. mesenteroides G6PDH, diaphorase/resazurin coupled fluorescence, 45 min; AID 1020; 200,000 compounds, 0.12% hits; in the data active = inhibition above about 50%
STAT1 act = increases IFN-gamma driven STAT1 reporter signal | NIH 3T3 STAT1-luciferase reporter, luminescence; 100% = IFN-gamma alone, no compound | activation (% of control), % at 5.5 µM | 200,000 compounds, 2.6% hits;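 active = activation above the screen-wide mean activation plus 3 SD, cut at about 130% in these data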;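 also: raw ratio to IFN-gamma control signal so 100% means no change and 0% no light; values of inactives mirror those of a sister screen read the other way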
STAT3 act = increases IL-6 driven STAT3 reporter signal | activation (% of control), % at 5.6 µM | AID 871 | 190,000 compounds, 0.91% hits | U3A cells, IL-6 STAT3-luciferase reporter, luminescence; 100% = signal with IL-6 EC80 alone;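 active = activation above the screen-wide mean of compound activation plus 3 SD, cut at about 130% in these data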;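 also: 0% = background luminescence of wells with medium and substrate only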
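Test system: Human STAT1-deficient U3A cells with stable STAT3-luciferase reporter | Also added: Interleukin-6, 33 ng/mL | Timing: Compound pre-incubation 1 h before IL-6, then 6 h stimulation at 37 °C | Technique: Luciferase reporter luminescence | Read-out: Percent of IL-6-only median luminescence | Benchmarks: IL-6-only wells as 100% reference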
TLR4 MyD88 comp = inhibitors of human TLR4-MyD88 binding | AID 861 | 200,000 compounds, 0.18% hits | inhibition, % at 8.4 µM | HeLa CL3-4 TLR4/MyD88 BLA complementation, FRET ratio; in the data active = inhibition above about 25%;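 also: 0% = vehicle and 100% = reference inhibitor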
Target sequence (O00206 whole entry, looked up): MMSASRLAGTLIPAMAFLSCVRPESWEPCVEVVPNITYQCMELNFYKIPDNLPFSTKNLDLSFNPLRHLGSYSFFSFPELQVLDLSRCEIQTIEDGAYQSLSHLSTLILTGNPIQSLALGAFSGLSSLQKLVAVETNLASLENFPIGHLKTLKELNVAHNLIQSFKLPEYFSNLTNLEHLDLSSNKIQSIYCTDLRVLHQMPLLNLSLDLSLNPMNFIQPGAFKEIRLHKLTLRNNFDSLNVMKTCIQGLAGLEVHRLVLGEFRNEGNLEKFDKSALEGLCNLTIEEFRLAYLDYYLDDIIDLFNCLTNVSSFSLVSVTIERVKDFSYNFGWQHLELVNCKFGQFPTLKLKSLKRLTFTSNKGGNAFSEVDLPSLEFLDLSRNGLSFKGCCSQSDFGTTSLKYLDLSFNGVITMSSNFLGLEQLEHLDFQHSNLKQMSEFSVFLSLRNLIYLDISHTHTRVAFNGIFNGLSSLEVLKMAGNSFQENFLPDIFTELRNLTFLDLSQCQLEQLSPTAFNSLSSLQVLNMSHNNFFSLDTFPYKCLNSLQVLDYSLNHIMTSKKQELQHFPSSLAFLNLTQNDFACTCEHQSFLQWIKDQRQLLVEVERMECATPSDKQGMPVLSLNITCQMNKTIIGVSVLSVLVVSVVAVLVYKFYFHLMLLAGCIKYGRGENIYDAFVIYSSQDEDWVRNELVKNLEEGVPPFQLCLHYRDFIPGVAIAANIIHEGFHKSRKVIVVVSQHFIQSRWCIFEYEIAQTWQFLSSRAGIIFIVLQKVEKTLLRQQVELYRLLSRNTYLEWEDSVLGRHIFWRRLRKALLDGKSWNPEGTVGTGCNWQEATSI
Target sequence (Q99836 whole entry, looked up): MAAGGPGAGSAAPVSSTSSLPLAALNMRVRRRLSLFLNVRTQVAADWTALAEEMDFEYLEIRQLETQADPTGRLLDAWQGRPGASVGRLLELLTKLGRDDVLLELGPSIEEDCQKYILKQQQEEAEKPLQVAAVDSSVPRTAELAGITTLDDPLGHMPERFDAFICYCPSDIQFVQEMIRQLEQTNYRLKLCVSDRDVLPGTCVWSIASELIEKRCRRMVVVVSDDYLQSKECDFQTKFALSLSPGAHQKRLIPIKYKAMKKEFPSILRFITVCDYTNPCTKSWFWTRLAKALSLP
* hit, by the source's call; . = not tested or not shown.

SMILES	Hsp70 activator	STAT1 inh	Diaph act CS	APP transl inh	STAT3 inh	Diaph inh CS	G6PDH CS	STAT1 act	STAT3 act	TLR4 MyD88 comp
CCOC(=O)/C=C/C(=O)OCC(=O)Nc1cccc(Br)c1	0.1	0	0.9	-16	0	5	11	98	101	-18
CC(C)Oc1ccc(C(=O)N(CN2CCCC2=O)c2ccc(F)cc2)cc1	-0.2	-7	1	-3	13	-4	5	106	93	5
COC(=O)C(NC(=O)c1ccco1)(Nc1cc(C)ccn1)C(F)(F)F (centres undefined)	-0.2	-11	0.9	-2	-1	11	5	110	100	10
COc1ccc(-c2cc(C3CCN(c4ccc(C(C)=O)cc4[N+](=O)[O-])CC3)[nH]n2)cc1	-0.2	13	0.8	-6	25	19	5	88	81	-6
Cc1nc([N+](=O)[O-])c(SCC(N)=O)n1Cc1ccccc1	0.1	10	0.9	8	13	7	-1	90	94	-6
Cc1cc(C(=O)NN=C(Cc2ccccc2)Cc2ccccc2)c(C)o1	-0.1	3	0.9	-20	-8	10	0	99	104	-1
Nc1c(NC2CCCCC2)c2ccccc2oc1=O	0.1	4	0.9	-6	8	14	-3	98	96	-1
CCOc1ccc2nc(NC(=O)C3=NNC(=O)CC3)sc2c1	-0.1	-18	0.9	-20	24	10	1	115	85	-8
COc1ccc(/C=C2/SC(=S)N(n3c(C)ccc3C)C2=O)cc1	0.5	2	0.8	0	7	19	15	97	94	3
COc1cc(/C=N/Nc2nc(Nc3ccccc3)nc(N3CCOCC3)n2)ccc1OC(=O)c1ccco1	-0.1	-26	0.9	8	19	11	5	123	92	-5
COCCNC(=S)N1CCC(NC(=O)C23CC4CC(CC(C4)C2)C3)CC1	-0.3	-1	0.9	-17	-4	12	8	100	105	4
CCCC(=O)Nc1cc(C)c(NC(=O)Cc2ccccc2)cn1	-0.3	-4	0.8	4	0	20	6	104	103	0
COc1cc(OC)cc(-c2ncc3ccccn23)c1	0.3	-2	0.6	2	10	40	6	101	94	-9
N/C(=N\c1nc2c(c(=O)[nH]1)CCC2)Nc1ccccc1C(F)(F)F	-0.2	6	0.9	-18	31	6	5	94	79	-4
O=C(CSc1nc2ccccc2c(=O)n1CCCN1CCOCC1)N1CCN(c2ccccc2)CC1	0.6	11	0.9	1	2	6	3	88	102	-6
CC12CCC(=O)N1C(C(=O)OCC(=O)Nc1ccc(S(N)(=O)=O)cc1)CS2 (centres undefined)	-0.2	-4	0.9	-9	23	8	12	104	84	2
Cc1oc(-c2ccccc2)nc1C(=O)O	-0.1	-5	1	0	8	-1	3	103	95	0
COc1ccccc1Oc1ncnc2c1cnn2-c1ccccc1	0.3	-27	0.8	-86	16	19	3	124	92	6
CCc1ccc(C(=O)COC(=O)CNC(=O)c2ccco2)cc1	-0.2	-1	1	11	-21	1	3	102	124	0
COc1ccc(N2C(=O)C(Cc3ccccc3)NC2=S)cc1 (centres undefined)	-0.4	-7	1.2	-31	4	-20	7	106	99	-2

Only G6PDH CS and Hsp70 activator, for some of the entries so far:
compound	G6PDH CS	Hsp70 activator
COc1ccc(-c2cc(C3CCN(c4ccc(C(C)=O)cc4[N+](=O)[O-])CC3)[nH]n2)cc1	5	-0.2
Cc1nc([N+](=O)[O-])c(SCC(N)=O)n1Cc1ccccc1	-1	0.1
Cc1cc(C(=O)NN=C(Cc2ccccc2)Cc2ccccc2)c(C)o1	0	-0.1
Nc1c(NC2CCCCC2)c2ccccc2oc1=O	-3	0.1
CCOc1ccc2nc(NC(=O)C3=NNC(=O)CC3)sc2c1	1	-0.1
COc1ccc(/C=C2/SC(=S)N(n3c(C)ccc3C)C2=O)cc1	15	0.5
COc1cc(/C=N/Nc2nc(Nc3ccccc3)nc(N3CCOCC3)n2)ccc1OC(=O)c1ccco1	5	-0.1

Later entries
SMILES	Hsp70 activator	STAT1 inh	Diaph act CS	APP transl inh	STAT3 inh	Diaph inh CS	G6PDH CS	STAT1 act	STAT3 act	TLR4 MyD88 comp
c1ccc2c(c1)N1CCN=C1N2CCN1CCCCC1	0.2	5	0.9	0	-2	7	6	95	103	1
COc1cc2ccccc2cc1C(=O)NC(=S)Nc1nnn(C)n1	-0.2	-4	1	-10	21	5	7	104	85	-7
N#Cc1ccc(/C=N/NC(=O)c2ccccc2F)cc1	-0.3	-6	0.9	-26	1	10	17	105	95	0
COc1ccc(OC)c2c(C)cc(N3CCN(C(=O)c4ccc(C)cc4)CC3)nc12	0.9	1	0.7	6	12	27	11	97	97	-20
CCN(CC)c1ccc(C2CC(=O)Nc3cc(OC)c(OC)cc32)cc1 (centres undefined)	-0.1	5	0.9	-1	16	9	-3	96	90	-1
COc1ccc(C2C(C#N)=C(N)Oc3n[nH]c(C)c32)cc1CN1CCN(c2ccc(F)cc2)CC1 (centres undefined)	-0.1	0	0.8	-9	-3	17	8	100	105	5
Cc1cccc(NC(=O)c2ccccc2Br)n1	.	.	0.9	-23	.	12	-4	.	.	.
CCOc1ccccc1-c1nc(-c2cc3ccc(C)cc3[nH]c2=O)no1	-0.1	3	1	4	4	-1	1	97	96	-3
COc1cc(Cl)c(C)cc1NC(=O)COC(=O)c1cnc(C)cn1	-0.2	-4	0.9	0	7	14	-34	104	97	-5
O=C(Cn1c(C(=O)N2CCN(C3CCCCC3)CC2)cc2sccc21)c1ccccc1	-0.5	11	0.9	2	12	13	0	90	98	0
CC(C)COC(=O)N(C)c1ccc(C(O)(C(F)(F)F)C(F)(F)F)cc1	-0.3	-16	0.7	8	7	28	-13	115	97	2
COc1ccc(CN(C)CC(=O)Nc2ccccc2-c2ccccc2)c(OC)c1	-0.1	4	0.9	-1	-6	10	2	95	112	3
O=C1CCCc2nc(NCc3ccco3)ncc21	-0.2	-5	1	-10	0	4	1	105	103	-2
COc1ccccc1C(=O)C1CCCN(C(=O)c2ccc3c(c2)OCCO3)C1 (centres undefined)	0.1	-5	1	-8	5	1	8	103	99	13
C/C(=N\NC(=O)CCc1c[nH]c2ccccc12)c1cccc([N+](=O)[O-])c1	-0.2	-10	0.6	4	13	38	-19	109	88	4
O=S(=O)(Cc1ccccc1)N1CCC(c2nc(-c3cccs3)no2)CC1	-0.1	-1	0.9	7	-3	14	4	101	105	0
Clc1ccc(Br)cc1-c1nc(-c2ccncc2)no1	-0.2	-40	0.9	-4	-8	14	-7	137*	110	-1
COc1ccccc1C(c1nnnn1C(C)(C)C)N1CCN(C(=O)c2ccco2)CC1 (centres undefined)	-0.2	1	0.9	1	9	13	14	99	100	-5
COc1ccc(NC(=O)c2ccc(Cl)c(S(=O)(=O)N3CCc4ccccc4C3)c2)cn1	-0.5	5	0.8	-16	22	22	-28	94	85	-1
CCOC(=O)C1(CCOc2ccccc2)CCN(Cc2ccc3nonc3c2)CC1	-0.3	-2	1	-8	5	-5	3	100	100	11

Two entries picked at random from those above, as already listed:
SMILES	Hsp70 activator	STAT1 inh	Diaph act CS	APP transl inh	STAT3 inh	Diaph inh CS	G6PDH CS	STAT1 act	STAT3 act	TLR4 MyD88 comp
CCOc1ccccc1-c1nc(-c2cc3ccc(C)cc3[nH]c2=O)no1	-0.1	3	1	4	4	-1	1	97	96	-3
CCCC(=O)Nc1cc(C)c(NC(=O)Cc2ccccc2)cn1	-0.3	-4	0.8	4	0	20	6	104	103	0

Next section:
SMILES	Hsp70 activator	STAT1 inh	Diaph act CS	APP transl inh	STAT3 inh	Diaph inh CS	G6PDH CS	STAT1 act	STAT3 act	TLR4 MyD88 comp
O=C(COc1ncnc2scc(-c3ccc(F)cc3)c12)NCc1ccco1	-0.4	2	0.9	2	11	9	10	98	96	-2
Cn1c(N)c(C(=O)COC(=O)CSc2cccc3cccc(Cl)c23)c(=O)n(C)c1=O	-0.2	-10	0.6	-3	17	38	12	110	87	-6
CCc1nnc(NC(=O)CCC(=O)N2CCN(Cc3ccccc3)CC2)s1	0.1	-3	0.9	-5	2	7	3	103	100	-10
CN(C)CCCN(Cc1cc2cc3c(cc2[nH]c1=O)OCO3)C(=S)Nc1cccc(Cl)c1	-0.3	-5	1.3	3	2	-28	14	102	100	-12
Cc1ccc(C(=O)N2CCCC(c3ccccc3)=N2)cc1	-0.2	-2	0.9	12	11	11	-1	101	92	8
O=C(Nc1ccc2c(c1)CCC2)c1cnn2c1NC(c1ccco1)CC2C(F)(F)F (centres undefined)	-0.2	-11	1	-32	16	4	21	110	90	12
CCn1c(SCc2nc3cc(OC)c(OC)cc3c(=O)[nH]2)nc2ccccc21	0.0	-2	1	3	23	-2	-5	98	84	-10
COC(=O)N/N=C(\C)c1ccc(OC(F)F)cc1OC(F)F	-0.3	2	0.9	-30	-2	8	17	98	98	-5
O=C(NCc1ccco1)c1ccc(S(=O)(=O)N2CCOCC2)cc1	0.0	1	0.9	-4	2	7	6	99	103	-2
Cc1ccnc(N2C(=O)c3ccccc3C2O)c1 (centres undefined)	-0.1	-26	0.9	-153	27	9	2	123	82	-13
COc1ccc(S(=O)(=O)N2CCCCC2)cc1NC(=O)CSc1nccn1C	-0.3	8	1	-5	3	2	9	92	101	6
CNc1c(C(=O)O)ccc2c1C(=O)c1ccccc1C2=O	-0.4	5	0.9	18	6	15	17	95	99	-9
O=[N+]([O-])c1ccc(S(=O)(=O)Nc2nc3ccccc3nc2Nc2ccccc2)cc1	-0.2	7	0.9	5	28	14	-6	95	80	-25
CNC(=S)N/N=C(\C)c1ccc2c(c1)OCO2	-0.2	-4	1	-11	16	2	12	102	92	5
O=C(Nc1cccc(O)c1)C1CCCN1C(=O)OCc1ccccc1 (centres undefined)	-0.1	0	0.9	-5	1	7	25	99	105	-1
O=Cc1ccc(OCC(=O)Nc2ccccc2-c2ccccc2)cc1	-0.2	-4	1	-13	-5	4	20	103	106	-1
